Screens deposited in PubChem BioAssay by National Center for Advancing Translational Sciences (NCATS).
HT1080-NT tox: qHTS for induction of synthetic lethality in tumor cells producing 2HG: qHTS for the HT-1080-NT fibrosarcoma cell line | HT-1080-NT fibrosarcoma viability, CellTiter-Glo ATP luminescence, 48 h | Potency, µM (series often up to 46.1 µM), without a hit: at the highest dose activity, negative = less viability, actives largely listed as cytotoxic | 360,000 tested, 1.6% active;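 also: NT is the 2HG producing partner of a matched IDH1 knockdown line; potency is read from the fitted curve at half-maximal effect; 0% = DMSO-treated cells and -100% = media-only wells without cells; nearly all actives have a fitted effect of over 55% in size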
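HT-1080-NT; 750 cells/well; 5% FBS RPMI; 48 h compound, 37 degrees C; CellTiter-Glo luminescence; curve fitting and curve-class assignment.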
MCF10A rereplic: A quantitative high throughput screen for small molecules that induce DNA re-replication in MCF 10a normal breast cells; MCF 10A DNA re-replication, Hoechst nuclear intensity, 48 h; Potency, µM (highest dose often 46.1 µM), for inactives: at the top dose activity, positive = re-replication, most hits filed as activators; 350,000 tested, 2.9% active; also: potency is read from the fitted curve at half-maximal effect; % of control where 0% means no effect; nearly all actives have a fitted effect of over 50% in size
IL-1B inflam inh: qHTS for Inhibitors of Inflammasome Signaling: IL-1-beta AlphaLISA Primary Screen | THP-1 LPS/ATP IL-1B secretion, AlphaLISA, 16 h; active compounds read low | activity change, % at 57.5 µM | 360,000 tested, 4.7% active | AID 743279, 2014; in the data active = activity change below about -50%; inconclusive = mostly about -30% to -49%; also: % is scaled to controls: 0 for no effect and ±100 for the full control effect
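Secreted IL-1B measured by AlphaLISA bead assay after 16 h compound exposure of THP-1 cells; compounds (final up to 57.5 uM) added 1 h before LPS (250 ng/mL) and ATP (1.25 mM) stimulation; lower signal means less secretion.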
HT1080 IDH1KD tx: qHTS for induction of synthetic lethality in tumor cells producing 2HG: qHTS for the HT-1080-IDH1KD cell line | HT-1080 IDH1 knockdown viability, ATP luminescence, 48 h | Potency, µM (series often up to 46.1 µM), for the others: at the top dose activity, negative = toxicity, hits mostly cytotoxic | 360,000 tested, 2% active;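 also: potency is read from the fitted curve at half-maximal effect; 0% = DMSO wells and -100% = cell-free medium wells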
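Knockdown cells (IDH1KD HT-1080) received compounds 2 h after plating at 750 cells/well and were kept 48 h at 37 °C in 5% FBS RPMI. A CellTiter-Glo luminescence read gave % activity for curve fitting.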
WRN inhibitor: qHTS for Inhibitors of WRN Helicase; Bifunctional 3'-5' exonuclease/ATP-dependent helicase WRN (Homo sapiens), Q14191; WRN helicase unwinding, fluorescent forked duplex, kinetic; Potency, µM (series often up to 114 µM), without a hit: at the top dose activity change, negative = inhibition, most hits filed as inhibitors; 360,000 tested, 0.46% active; AID 651768, 2012; also: potency is read from the fitted curve at half-maximal effect; % is scaled to controls: 0 for no effect and ±100 for the full control effect; nearly all actives have a fitted effect of over 55% in size
Target sequence (Q14191 whole entry, looked up): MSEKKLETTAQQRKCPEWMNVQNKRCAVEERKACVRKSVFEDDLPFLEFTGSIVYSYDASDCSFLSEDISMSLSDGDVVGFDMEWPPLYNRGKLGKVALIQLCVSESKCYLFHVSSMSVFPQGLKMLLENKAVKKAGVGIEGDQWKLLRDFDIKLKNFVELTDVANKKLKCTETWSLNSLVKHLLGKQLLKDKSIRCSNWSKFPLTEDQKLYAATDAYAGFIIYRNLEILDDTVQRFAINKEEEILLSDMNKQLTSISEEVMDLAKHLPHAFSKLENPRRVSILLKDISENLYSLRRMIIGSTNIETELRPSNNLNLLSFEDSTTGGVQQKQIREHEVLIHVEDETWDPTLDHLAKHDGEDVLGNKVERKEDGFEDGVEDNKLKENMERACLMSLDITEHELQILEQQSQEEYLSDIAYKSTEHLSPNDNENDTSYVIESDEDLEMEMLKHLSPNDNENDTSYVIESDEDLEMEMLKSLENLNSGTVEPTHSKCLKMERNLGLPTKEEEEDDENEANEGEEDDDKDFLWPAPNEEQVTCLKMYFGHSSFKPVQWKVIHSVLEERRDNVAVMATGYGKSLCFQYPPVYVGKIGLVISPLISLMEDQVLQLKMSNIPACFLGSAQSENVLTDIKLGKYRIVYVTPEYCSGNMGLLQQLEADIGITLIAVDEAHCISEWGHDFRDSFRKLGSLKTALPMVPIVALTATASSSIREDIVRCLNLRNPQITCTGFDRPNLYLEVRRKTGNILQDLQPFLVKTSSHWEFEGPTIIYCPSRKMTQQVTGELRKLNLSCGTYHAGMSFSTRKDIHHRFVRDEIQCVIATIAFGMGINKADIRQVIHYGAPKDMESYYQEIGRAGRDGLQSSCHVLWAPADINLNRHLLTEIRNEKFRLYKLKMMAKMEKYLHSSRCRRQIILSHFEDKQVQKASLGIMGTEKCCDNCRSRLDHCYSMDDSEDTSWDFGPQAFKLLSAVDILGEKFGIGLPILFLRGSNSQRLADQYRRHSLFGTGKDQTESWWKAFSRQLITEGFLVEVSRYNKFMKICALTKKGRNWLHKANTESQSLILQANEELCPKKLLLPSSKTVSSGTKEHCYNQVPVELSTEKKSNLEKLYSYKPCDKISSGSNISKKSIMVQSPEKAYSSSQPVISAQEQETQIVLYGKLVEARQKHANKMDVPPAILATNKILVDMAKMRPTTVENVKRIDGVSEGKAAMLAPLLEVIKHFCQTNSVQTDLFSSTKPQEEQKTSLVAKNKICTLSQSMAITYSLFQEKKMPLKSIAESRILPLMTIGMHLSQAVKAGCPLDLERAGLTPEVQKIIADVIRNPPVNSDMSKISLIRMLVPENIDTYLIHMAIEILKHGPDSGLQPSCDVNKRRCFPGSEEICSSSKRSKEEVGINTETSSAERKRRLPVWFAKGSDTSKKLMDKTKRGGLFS
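Kinetic red-fluorescence monitoring (525/598 nm) tracks WRN helicase activity after 100 nM fluorophore-quencher forked duplex and 2 mM ATP are added to 20 nM enzyme pretreated 15 min at room temperature with compound.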
ATXN2 expr inh: Primary qHTS for Inhibitors of ATXN expression | Potency, µM (highest dose often 57 µM), for the others: top-dose activity change, negative = inhibition, usual class: inhibitors | 360,000 tested, 0.72% active | AID 1745845, 2022 | HEK-293 ATXN2-luciferase reporter, luminescence, 24 h; also: potency is read from the fitted curve at half-maximal effect; % is scaled to controls: 0 for no effect and ±100 for the full control effect; nearly all actives have a fitted effect of over 55% in size
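ATXN2-luciferase reporter cells (luciferase flanked by upstream and downstream ATXN2 gene portions) were treated 24 h at 37 °C with compounds at up to 57 uM. SteadyGlo luminescence gave expression; GF-AFC fluorescence gave viability.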
KB-V1 cytotox: qHTS assay for MDR1-selective chemotherapeutics: Primary screen using the drug-selected MDR subline cells KB-V1 | AID 1347076, 2019 | 400,000 tested, 3.4% active | KB-V1 MDR cells viability, CellTiter-Glo, 72 h | Potency, µM (highest dose often 46.1 µM), for inactives: top-dose activity change, negative = cytotoxicity, hits mostly cytotoxic; also: potency is read from the fitted curve at half-maximal effect; % is scaled to controls: 0 for no effect and ±100 for the full control effect; nearly all actives have a fitted effect of over 60% in size
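KB-V1 cells (P-gp-expressing MDR subline of KB-3-1) in phenol-red-free DMEM with 10% FBS were exposed to library compounds over a concentration series for 72 h at 37 degrees C. Viability read by CellTiter-Glo luminescence; concentration-effect curves fitted after normalization.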
KB-3-1 cytotox: qHTS assay for MDR1-selective chemotherapeutics: Primary screen using the parental adenocarcinoma cell KB-3-1; Potency, µM (top dose mostly 46.1 µM), for the others: at the top dose activity change, negative = cytotoxic, actives largely listed as cytotoxic; KB-3-1 viability, CellTiter-Glo ATP luminescence, 72 h; 400,000 tested, 1.4% active; also: potency is read from the fitted curve at half-maximal effect; % is scaled to controls: 0 for no effect and ±100 for the full control effect; nearly all actives have a fitted effect of over 60% in size
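Screening of KB-3-1 cells (DMEM, 10% FBS, phenol-red free) ran from lowest to highest compound concentration; after 72 h at 37 °C viability was read luminescently and curves fitted.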
SW480 rereplic: A quantitative high throughput screen for small molecules that induce DNA re-replication in SW480 colon adenocarcinoma cells. SW480 DNA re-replication, Hoechst DNA content imaging, 48 h. Potency, µM (highest dose often 46.1 µM), without a hit: at the top dose re-replication activation, usual class: activators. 340,000 tested, 1.8% active. AID 624297, 2012; also: potency is read from the fitted curve at half-maximal effect; % of control where 0% means no effect; nearly all actives have a fitted effect of over 55% in size
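First, 250 cells per well were seeded. Next, compound or vehicle (23 nL) was pinned in, plates sat 48 hr at 37 C. Finally Hoechst was added for 40 min before fluorescence scanning.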
Numbers without * were called inactive; ? = inconclusive; · = no result given; [ ] = remark or other dose. Unless noted, calls follow the shape of the dose curve; as a rule, active = well fitted curve in the direction sought with a large enough effect; inconclusive = small, poorly fitted or top-dose-only effect, or another doubt; inactive = no such curve, though single readings can be large; an effect the other way counts as inactive or inconclusive. An unsorted share of the library. About 12% of those tested had a hit in this group.

Short keys – A = HT1080-NT tox; B = MCF10A rereplic; C = IL-1B inflam inh; D = HT1080 IDH1KD tx; E = WRN inhibitor; F = ATXN2 expr inh; G = KB-V1 cytotox; H = KB-3-1 cytotox; I = SW480 rereplic
> O=C(NCCc1nc(-c2ccc(F)cc2)no1)c1ccc(F)cc1
  A: 8%	B: 0%	C: 20	D: 11%	E: 3%	F: -17%	G: 16%	H: 0%	I: -106%[inhibitor]
> N#Cc1cc([N+](=O)[O-])ccc1NC(=O)COC(=O)C1CC2CCCC(C1)C2=O (stereo unspecified)
  A: 4%	B: 8%	C: -14	D: 0%	E: 11%	F: -19%	G: -1%	H: ?	I: 0%
> COc1ccc(C(C[N+](=O)[O-])c2c(C)cc3ccccn23)c(OC)c1 (stereo unspecified)
  A: ?	B: ?	C: -14	D: ?	E: -5%	F: -13%	G: -26%	H: ?	I: ?
> CC1=C(C(=O)N(C(C)C)C(C)C)CC(CC(=O)NCCCN(C)C)C(=O)N1Cc1ccc(C(C)(C)C)cc1 (stereo unspecified)
  A: ?	B: ·	C: -20	D: ?	E: -3%	F: -24%	G: 1%	H: -3%	I: ·
> O=C(Nc1ccccc1O)c1ccc([N+](=O)[O-])cc1
  A: 4%	B: -8%	C: 19	D: -3%	E: 5%	F: ·	G: 5%	H: -7%	I: -7%
> COCCCNC(=S)NCCCNc1nc2cc3c(cc2cc1C#N)OCO3
  A: 4%	B: -2%	C: 11	D: 3%	E: -3%	F: -17%	G: -2%	H: -1%	I: -6%
> CC(C)(C)c1ccc(C(=O)NCC(=O)NNC(=O)c2ccccc2O)cc1
  A: -7%	B: 7%	C: 16	D: -12%	E: -11%	F: -10%	G: ?	H: ?	I: 7%
> Cc1cc(OCc2cc(C(=O)N(Cc3nccn3C)C(C)C)no2)cc(C)c1Cl
  A: ?	B: ?	C: ?	D: ?	E: -8%	F: -16%	G: ?	H: ?	I: 14%
> COc1ccc(C2=NOC3(CC(=O)N(c4ccc(Cl)cc4)C3=O)C2)c(OC)c1 (stereo unspecified)
  A: 11%	B: -1%	C: 10	D: 7%	E: -6%	F: 7%	G: 0%	H: 0%	I: -18%
> COC(=O)Oc1ccc(/C=C/C(=O)OC(C)C)cc1OC(=O)OC
  A: -13%	B: ?	C: 5	D: 1%	E: -14%	F: -2%	G: 0%	H: 0%	I: -2%
> CCCNC(=O)c1cc(S(=O)(=O)N2CCC3(CC2)OCCO3)ccc1F
  A: 2%	B: ·	C: 17	D: -1%	E: 23%	F: ·	G: -11%	H: -3%	I: ·
> CCOc1ccc(NC(=O)CN2CCN(C(=O)c3ccco3)CC2)cc1S(=O)(=O)N1CCCC1
  A: -1%	B: -8%	C: -12	D: 1%	E: -1%	F: -2%	G: ?	H: 4%	I: -2%
> CCOc1ccc(OCC(=O)OC(C)C(=O)Nc2ccc(Cl)cn2)cc1 (stereo unspecified)
  A: -3%	B: -2%	C: 14	D: 0%	E: -10%	F: 6%	G: 8%	H: -7%	I: 0%
> Cc1ccc(OCCN2CCC2(C)C(=O)Nc2ccc3c(c2)OCCO3)cc1 (stereo unspecified)
  A: -15%	B: ·	C: -110*	D: -20%	E: 6%	F: -8%	G: -2%	H: 0%	I: ·
> CC1(C(=O)NS(=O)(=O)c2ccccc2Cl)CCN1C(=O)Cc1ccccc1 (stereo unspecified)
  A: 27%	B: ·	C: 0	D: 15%	E: -3%	F: -2%	G: -2%	H: 0%	I: ·
> CCOC(=O)C1(Cc2cccc(OC)c2)CCCN(Cc2cc(OC)c(O)c(OC)c2)C1 (stereo unspecified)
  A: -15%	B: -9%	C: ?	D: -3%	E: -1%	F: 7%	G: ?	H: -28%	I: -5%
> Cc1cc(-c2ccccc2N)n[nH]1
  A: -4%	B: 1%	C: -1	D: -21%	E: -3%[57.1 µM]	F: 13%	G: 14%	H: -5%	I: -3%
> CCCOc1ccc(C(=O)CCC(=O)NNC(=O)c2cccs2)cc1
  A: 3%	B: -2%	C: 32	D: 12%	E: 8%	F: 3%	G: -5%	H: -16%	I: ?
> CC(C)(C)OC(=O)NCc1ccc(NC(=O)c2nc[nH]c2C(=O)NCCCCCCNC(=O)c2[nH]cnc2C(=O)Nc2ccc(CNC(=O)OC(C)(C)C)cc2)cc1
  A: 0%	B: ?	C: 76	D: -2%	E: 1%	F: 6%	G: 29%	H: 12%	I: 2%
> Cc1cc(C)c2sc(NC(=O)CN3C(=O)CCC3=O)nc2c1
  A: 14%	B: -1%	C: 0	D: -1%	E: 5%	F: -7%	G: 3%	H: -4%	I: 0%
> Nc1n[nH]c2cc(=O)n(-c3ccc(Cl)cc3)nc12
  A: -1%	B: 2%	C: -1	D: 5%	E: -2%	F: ·	G: 0%	H: 4%	I: -82%[inhibitor]
> O=C(NNc1ccc(C(F)(F)F)cc1[N+](=O)[O-])c1ccc(NS(=O)(=O)c2ccc(F)cc2)cc1
  A: ?	B: 24%	C: ?	D: 21µM*	E: -21%	F: -18%	G: -61%	H: 3%	I: -49%[inhibitor]
> Fc1ccc(C(c2nnnn2C2CCCCC2)N2CCCC2)cc1 (stereo unspecified)
  A: 2%	B: 2%	C: 8	D: 7%	E: 7%	F: ·	G: ?	H: 3%	I: -7%
> CC1=C(C(=O)OCc2ccccc2)C(c2ccc(Cl)cc2)NC(=O)N1CCCCCC(=O)O (stereo unspecified)
  A: 0%	B: -2%	C: 0	D: 0%	E: 0%	F: 3%	G: ?	H: 0%	I: -29%
> CCC(C)[C@H](NC(=O)CCn1nnc2ccccc2c1=O)C(=O)O (stereo partly specified)
  A: 9%	B: 1%	C: 12	D: 12%	E: 2%	F: 5%	G: 5%	H: 7%	I: -704%[inhibitor]

Structures listed above that bear a hit mark in IL-1B inflam inh.
mol | IL-1B inflam inh | WRN inhibitor
Cc1ccc(OCCN2CCC2(C)C(=O)Nc2ccc3c(c2)OCCO3)cc1 (stereo unspecified) | -110* | 6%

The results go on.
Short keys – A = HT1080-NT tox; B = MCF10A rereplic; C = IL-1B inflam inh; D = HT1080 IDH1KD tx; E = WRN inhibitor; F = ATXN2 expr inh; G = KB-V1 cytotox; H = KB-3-1 cytotox; I = SW480 rereplic
> O=C(NCCc1c[nH]c2ccccc12)c1cnc2n(c1=O)CCS2
  A: 3%	B: -11%	C: -3	D: -2%	E: 3%	F: 3%	G: 5%	H: 2%	I: -5%
> CC(C)=CC(=O)OCC(=O)Nc1nc(C)c(Cl)cc1Cl
  A: 20%	B: 0%	C: ?	D: 15%	E: -2%	F: 3%	G: -1%	H: -2%	I: -6%
> CCC(=O)c1ccccc1OCCCN1C(=O)NC(C)(C)C1=O
  A: 5%	B: 5%	C: -3	D: -3%	E: 5%	F: 1%	G: ?	H: 0%	I: 8%
> CNC(=S)N/N=C/c1ccco1
  A: 5%	B: 1%	C: 9	D: 6%	E: 5%	F: 1%	G: 14%	H: -3%	I: 16µM*
> CC(C)C1NC(=S)N(C2CCCCC2)C1=O (stereo unspecified)
  A: 14%	B: -12%	C: 18	D: 15%	E: -19%	F: -6%	G: 5%	H: 3%	I: 3%
> CC(C(=O)NCc1ccccn1)N1C(=O)c2ccccc2C1=O (stereo unspecified)
  A: 5%	B: -3%	C: -11	D: 4%	E: 9%	F: 16%	G: -8%	H: 2%	I: -9%
> O=C(Nc1ccccc1)c1nc[nH]c1C(=O)Nc1ccccc1F
  A: 11%	B: ·	C: 5	D: 5%	E: -1%	F: -11%	G: ?	H: 1%	I: ·
> COc1ccc(CC(=O)NCc2ccco2)cc1OC
  A: 8%	B: -4%	C: 12	D: -1%	E: -3%	F: 4%	G: -18%	H: -8%	I: 7%
> CCc1ccc([C@H]2[C@@H]3C(=O)C[C@@H]4C(=O)N(Cc5ccccc5)C(=O)[C@@H]4[C@@H]3CN2S(=O)(=O)c2ccc(C)cc2)cc1
  A: 0%	B: ·	C: -15	D: 6%	E: -4%	F: 7%	G: 19%	H: 0%	I: ·
> Cc1[nH]c2c(Cl)cccc2c(=O)c1CN1CCCCCC1
  A: 11%	B: 2%	C: 0	D: 13%	E: -1%	F: 9%	G: 2%	H: ?	I: -8%
> COc1ccc(CCNC(=O)CN2C(=O)NC3(CCCCC3)C2=O)cc1
  A: 0%	B: 6%	C: 0	D: 6%	E: -12%	F: 8%	G: 3%	H: ?	I: -1%
> CCCc1cc(=O)[nH]c2nnc(SCC(=O)NCc3ccc4c(c3)OCO4)n12
  A: 4%	B: 0%	C: -5	D: 1%	E: -3%	F: 7%	G: 24%	H: 13%	I: 3%
> Cc1cccc(CN2CCN(c3nc4nonc4nc3NC3CC3)CC2)c1
  A: -2%	B: 5%	C: 10	D: 3%	E: -2%	F: -17%	G: ?	H: 8%	I: 1%
> O=C(c1cccc(N2C(=O)C3CC=CCC3C2=O)c1)N1CCCc2ccccc21 (stereo unspecified)
  A: 6%	B: 5%	C: 18	D: 1%	E: 3%	F: 12%	G: -25%	H: 6%	I: 1%
> COc1ccc(/C=C/C(=O)Nc2cccc(S(=O)(=O)NC3=NCCCCC3)c2)cc1OC
  A: 0%	B: ?	C: -16	D: -12%	E: -15%	F: -10%	G: 14%	H: -1%	I: -3%
> COc1cc(C(C)=O)ccc1OCC(=O)NC(=O)Nc1ccc(C)cc1C
  A: 4%	B: -1%	C: 5	D: 14%	E: 12%	F: -4%	G: -4%	H: 19%	I: ?
